# Assay outcomes: PubChem BioAssay, Broad Institute
# PAX8 reporter: lowers PAX8-driven luciferase in RMG-I cells; RMG-I TPO-luciferase reporter, SteadyGlo, 24 h; inhibition, % at 12.6 µM; hit rate 1.2% among 360,000; AID 652154;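 active = mean replicate inhibition at least 60% with every replicate also reaching 60%; inconclusive = only one of the two criteria is met; inactive = mean below 60% and not all replicates reaching 60%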;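 also: luciferase light reporting Pax8 driven TPO promoter activity; plate controls were median of neutral control wells for no effect and mitoxantrone controls for full effect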
# Cneo AK release: causes C. neoformans cell lysis; adenylate kinase release luminescence, 4 h; normalised: neutral wells 0, clomiphene wells 100; lysis activity, % at 15 µM; hit rate 0.2% among 360,000;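 active = mean lysis activity across replicates of at least 80%, whatever share of replicates individually reach that level; inactive = mean lysis activity below 80%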
#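 Material: C. neoformans cells | Amount: Yeast cell density of 5 × 10^6 cells/mL | Medium: Fresh YPD growth medium | Dosing: Single dose | Times: Static 4 h at 37 °C with compound, 1 h detection | Detection: AK luminescence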
# PGC1a acetyl inh: PGC1a acetylation modulation, inhibitor mode. inhibition, % at 15.6 µM. hit rate 0.17% among 350,000. U2OS PGC1a acetylation, AlphaScreen anti-acetyl-lysine; with virally co-expressed GCN5 acetyltransferase;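 active = every replicate shows inhibition of at least 40%; inconclusive = mean inhibition at least 40% but some replicate below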;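 also: 0% = neutral control wells and 100% = positive control wells; some results beyond the cut were filed as inactive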
# miR122 inh: blocks miR-122 activity in Huh7 sensor cells; hit rate 0.3% among 340,000; Huh7 miR-122 Renilla luciferase sensor, 48 h; neutral wells = 0, positive control = 100; activation (reporter increase), % at 12.5 µM;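 active = mean replicate activation score at least 90 and every replicate individually at or above 90; inconclusive = only one of the two criteria met; inactive = neither criterion met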;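 also: higher luciferase means less miR-122 activity so hits act as miR-122 inhibitors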
# CASP6 VEID inh: blocks human caspase-6 cleavage activity; hit rate 0.53% among 350,000; inhibition, % at 12.5 µM; P55212; AID 686996; purified caspase-6, Z-VEID-R110 cleavage fluorescence;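 active = mean inhibition across replicates at least about 35%, with every replicate also reaching that limit, limit read from the data; inconclusive = only one of the two criteria met; inactive = neither criterion met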;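 also: 0% = median of neutral control wells and 100% = no fluorescence left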
# Target sequence (P55212 24-179 limits assumed): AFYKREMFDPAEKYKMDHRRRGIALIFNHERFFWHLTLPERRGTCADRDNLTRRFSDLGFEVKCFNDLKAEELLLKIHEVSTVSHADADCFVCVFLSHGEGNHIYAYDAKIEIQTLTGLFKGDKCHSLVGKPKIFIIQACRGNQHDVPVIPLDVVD
# Target sequence (P55212 194-293 limits assumed): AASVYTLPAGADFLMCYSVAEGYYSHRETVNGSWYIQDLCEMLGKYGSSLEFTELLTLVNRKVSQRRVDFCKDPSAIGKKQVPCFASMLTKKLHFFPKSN
# EWS-Fli inh: inhibitors of EWS/Fli oncoprotein transcriptional activity. A673 NR0B1-luciferase reporter, viability-normalised. inhibition, % at 12.6 µM. AID 651661. hit rate 0.67% among 350,000;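 active = mean inhibition of at least 50% after viability correction, with every replicate also passing that limit; inconclusive = mean reaches 50% but only one of two replicates passes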;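 also: firefly luciferase signal divided by Alamar Blue viability fluorescence both relative to DMSO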
# LGR2 inh: Drosophila LGR2 receptor signaling inhibition; AID 720647; hit rate 0.35% among 380,000; inhibition, % at 9.99 µM; HEK293 LGR2, CRE-luciferase, bursicon-stimulated, 4 h;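 active = drop in luminescence signal, shown as inhibition above about 50% in the replicate tests, limit read from the data, passing the limit was not always enough; inconclusive = probably only some replicates passing the limit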;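 also: agonist challenge used bursicon conditioned medium at about half maximal strength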
# FN deposit inh: fibronectin deposition inhibition. AH1F fibroblasts, Alexa488-fibronectin deposition fluorescence, overnight. inhibition, % at 12.6 µM. hit rate 0.086% among 350,000;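 active = mean inhibition across replicates of 30% or more, regardless of how many single replicates reach that level; inconclusive = mean under 30% yet at least half of replicates reach 30%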;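 also: positive control wells lacked labelled fibronectin entirely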
#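 Material: AH1F fibroblast monolayer depositing Alexa488-labelled fibronectin into matrix / Amount: 10000 AH1F cells per well / Signal: fluorescence 485/525 nm / Medium: DMEM, 2% serum / Compound: single dose, pinned / Incubation: 1 h cell adhesion before compound, then overnight fibronectin incubation / Reagent: Alexa488-FN, 24 nM final / Read-out: inhibition of fibronectin deposition signal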
# Active calls of the source: *; ? = inconclusive; / = not tested or not shown; [ ] = another dose, or the depositor's remark.
SMILES,PAX8 reporter,Cneo AK release,PGC1a acetyl inh,miR122 inh,CASP6 VEID inh,EWS-Fli inh,LGR2 inh,FN deposit inh
CCCC(=O)N1CCCC1(C)C(=O)Nc1ccc2cn[nH]c2c1 (configuration not stated),/,1,6,-5,0,8,/,-2
O=C1CN(C(=O)c2ccc(Br)o2)C(c2ccc(F)cc2)c2cc(Cl)ccc2N1 (configuration not stated),33,4,-6,17,/,/,/,7
C=CCn1c(SCC(C)=O)nc2scc(-c3ccco3)c2c1=O,7,/,/,-1,9,8,-11,6
COCCN(C(=O)Cc1csc(-c2cccc(Cl)c2)n1)c1c(N)n(Cc2ccccc2)c(=O)[nH]c1=O,8,-1,4,-8,4,1,0,-1
COc1ccccc1-c1nc(-c2ccccc2)[nH]c(=O)c1C#N,19,-3,4,1,2,5,6,/
COc1ccc(S(=O)(=O)Nc2cccc3c2O[C@@H](CN(C)C(=O)Nc2ccc(C(F)(F)F)cc2)[C@@H](C)CN([C@H](C)CO)C3=O)cc1,/,0,-2,21[16.7 µM],2,-10,-5,/
CCc1nc2c(OCCOc3ccc(F)cc3)cccn2c1N(C)C(=O)c1ccco1,8,2,14,-4,0,4,-7,5
CC1CCCCN1C(=O)C1CCCN(S(=O)(=O)c2cccc3nsnc23)C1 (configuration not stated),9,9,8,1,0,-3,3,11
CC(C)C[C@@H](CN)NC(=O)c1nc[nH]c1C(=O)N[C@@H](C)C(=O)CNC[C@H](C)NC(=O)c1nc[nH]c1C(=O)N[C@@H](Cc1ccccc1)C(=O)O,10,-1,4,2,-3,-3,-7,2
C[C@H](CO)N1C[C@H](C)[C@@H](CN(C)S(=O)(=O)c2cccs2)Oc2ccc(N(C)C)cc2CC1=O,-3,4,-2,-2[16.7 µM],-5,-3,-5,-1
Cc1ccccc1-c1cn(-c2ccccc2)c(=S)[nH]1,-5,14,/,-7,3,3,13,-1
CC(=O)c1ccc(NC(=O)/C(Cl)=C/c2ccccc2)cc1,-37,/,/,/,6,-122,-25,-2
CCCNC(=O)N(C)C[C@H]1Oc2ncc(-c3ccc(C(=O)N(C)C)cc3)cc2C(=O)N([C@@H](C)CO)C[C@@H]1C,/,-12,3,7[16.7 µM],-5,-3,-12,/
O=C(COC(=O)c1ccccc1[N+](=O)[O-])c1ccc2c(c1)OCO2,-202,-9,3,-6,8,-18,85*,9
Cc1noc(C)c1S(=O)(=O)N(C)C[C@@H]1Oc2ccc(NC(=O)Cc3ccccc3)cc2CC(=O)N([C@H](C)CO)C[C@H]1C,9,1,-5,-2[16.7 µM],/,6,23,/
O=C(Nc1cccc(Br)c1)c1cccc(OC(=S)N2CCOCC2)c1,-20,1,/,0,-2,5,-2,3
O=C(Nc1ccccc1)C(Cc1cccs1)c1nn[nH]n1 (configuration not stated),-15,-1,0,0,/,/,/,-3
Cc1onc(-c2ccccc2Cl)c1C(=O)NC(=S)NCCc1ccccc1,-9,1,-9,-3,/,/,22,/
CCN(CC)CCCNC(=O)C(C)n1nc(C)c2sc3ccccc3c2c1=O (configuration not stated),13,/,7,-2,/,/,/,-4
CN1C(=O)CC2(C)C1=CCc1scnc12 (configuration not stated),-12,/,/,/,-2,-2,0,-4
O=C(c1ccc(S(=O)(=O)NCc2ccco2)cc1)N1CCN(c2ccc(F)cc2)CC1,4,0,4,3,1,3,6,-5
CC(=O)c1c(OC(=O)c2ccc(C)cc2)c2ccccc2n1C,/,/,5,/,5,12,21,/
Cc1cccc(-c2ccc([C@H]3[C@@H](CO)N4CCCCN(Cc5ccncc5)C[C@H]34)cc2)c1,-9,1,3,-12[16.7 µM],1,4,-3,/
N#Cc1c(C(F)(F)F)cc(=O)n2c1[nH]c1ccccc12,16,-2,/,/,6,7,6,-8

# In the list so far, these contain two or more sulfur atoms:
SMILES,PAX8 reporter,Cneo AK release,PGC1a acetyl inh,miR122 inh,CASP6 VEID inh,EWS-Fli inh,LGR2 inh,FN deposit inh
C=CCn1c(SCC(C)=O)nc2scc(-c3ccco3)c2c1=O,7,/,/,-1,9,8,-11,6
CC1CCCCN1C(=O)C1CCCN(S(=O)(=O)c2cccc3nsnc23)C1 (configuration not stated),9,9,8,1,0,-3,3,11
C[C@H](CO)N1C[C@H](C)[C@@H](CN(C)S(=O)(=O)c2cccs2)Oc2ccc(N(C)C)cc2CC1=O,-3,4,-2,-2[16.7 µM],-5,-3,-5,-1

# Later entries
SMILES,PAX8 reporter,Cneo AK release,PGC1a acetyl inh,miR122 inh,CASP6 VEID inh,EWS-Fli inh,LGR2 inh,FN deposit inh
CC1(CCOCc2ccccc2)NC(=O)NC1=O (configuration not stated),-7,-1,13,-12,-4,8,-14,/
COc1ccc(-c2noc(CCC(=O)N3CCN(c4ccccc4C)CC3)n2)cc1,-24,2,6,-2,2,-6,2,0
COc1cc(OC)c(C2=NOC(C(=O)Nc3ccc4c(c3)OCO4)C2)cc1Cl (configuration not stated),3,/,/,/,0,-9,-8,/
O=C(CC1C(=O)N(c2ccc(Cl)cc2)C(=S)N1CCc1ccncc1)Nc1ccc(F)cc1 (configuration not stated),/,3,5,5,2,6,4,/
C/C=C/c1ccc2c(c1)O[C@H](CN(C)C(=O)Nc1ccc(OC)cc1)[C@@H](C)CN([C@@H](C)CO)S2(=O)=O,/,-5,-13,17[16.7 µM],1,-4,7,8
CC(C)(C)OC(=O)N1CCN(C(=O)c2[nH]cnc2C(=O)Nc2ccc(Cl)cc2)CC1,15,0,6,-1,-4,-13,2,-7
COc1ccc2nc(NC(=O)CCNC(=O)c3ccccc3Cl)sc2c1,-27,/,/,/,-1,-1,22,13
COc1ccccc1/C=C/CN1CCN(c2ccccc2)CC1,/,-1,-11,-1,/,/,/,4
NCCOc1ccc(C2CCCCC2)cc1,-12,/,/,/,-6,31,-141,-3
C[C@@H]1CN([C@@H](C)CO)C(=O)Cc2cc(NC(=O)c3ccncc3)ccc2O[C@H]1CN(C)CC1CC1,-8,0,-8,-2[16.7 µM],1,-1,-12,12
CCCN(C)C[C@@H]1OCCCC[C@@H](C)Oc2ccc(NC(=O)Nc3ccc(F)cc3)cc2C(=O)N([C@H](C)CO)C[C@H]1C,?,-6,2,-21[16.7 µM],2,-5,1,/
CN(Cc1ccccc1)C(=O)CN1C(=O)c2ccc([N+](=O)[O-])cc2C1=O,-10,-3,22,-6,-1,-3,9,3
CC1=CC(c2ccccc2)=Nc2ccc(C)cc2N1,-134,/,/,/,-3,-20,-5,-7
COc1cc(/C=C2\C(=O)ON=C2c2ccccc2)cc(Br)c1O,36,1,8,-15,-1,12,2,9
O=C1NC(=S)SC1=Cc1cccs1,-5,0,4,1,0,-177,-16,-1
Cc1cccc(NC(=O)Nc2ccc(Oc3c(F)c(F)c(F)c(F)c3F)cc2)c1,/,-3,-6,/,1,30,6,/
O=C(CSc1ccccn1)N1CCN(c2ncc(C(F)(F)F)cc2Cl)CC1,10,5,3,/,1,7,/,-5
O=C(Cc1ccc(F)cc1)NCCS(=O)(=O)N1CCN(c2cccc(Cl)c2)CC1,9,0,/,/,0,11,6,1
CN1c2ccc(-c3ccccc3F)cc2[C@H]2[C@H](CCN2C(=O)NC2CCCCC2)[C@H]1CO,21,/,8,/,-2,5,43,-14
O=C(c1ccccc1)N1CC[C@@H]2[C@H]1c1cc(-c3ccccc3F)ccc1N[C@@H]2CO,-11,6,0,-6[16.7 µM],1,1,-12,7
COc1cc(CC(=O)OCC(=O)Nc2ccc(N(C)C)cc2)cc(OC)c1OC,6,-2,-1,-6,3,-7,-6,8
CCOCCCNC(=O)C(NC(=O)CNC(C)=O)c1ccc(C)cc1 (configuration not stated),/,-4,-4,-2,/,/,/,-7
Nc1c(C(=O)N2CCOCC2)sc2nc(N3CCOCC3)c3c(c12)CCCC3,19,0,-1,/,7,-3,/,6
CC1=CC2=NC(=O)/C(=C\c3cn(C)c4ccccc34)C(=N)N2O1,-14,/,/,/,-1,-29,4,-15

# The final four records of the section above are carried over, then new ones follow.
SMILES,PAX8 reporter,Cneo AK release,PGC1a acetyl inh,miR122 inh,CASP6 VEID inh,EWS-Fli inh,LGR2 inh,FN deposit inh
COc1cc(CC(=O)OCC(=O)Nc2ccc(N(C)C)cc2)cc(OC)c1OC,6,-2,-1,-6,3,-7,-6,8
CCOCCCNC(=O)C(NC(=O)CNC(C)=O)c1ccc(C)cc1 (configuration not stated),/,-4,-4,-2,/,/,/,-7
Nc1c(C(=O)N2CCOCC2)sc2nc(N3CCOCC3)c3c(c12)CCCC3,19,0,-1,/,7,-3,/,6
CC1=CC2=NC(=O)/C(=C\c3cn(C)c4ccccc34)C(=N)N2O1,-14,/,/,/,-1,-29,4,-15
C#CCOC(=O)CN1C(=O)c2cccc3cccc(c23)C1=O,2,1,/,/,-1,-6,-18,5
CN1CCN(S(=O)(=O)c2cccc(C(=O)Oc3ccc(C(C)(C)C)cc3)c2)CC1,4,-6,-2,-5,-8,-5,8,6
CCC(C)C(=O)Nc1nccs1 (configuration not stated),9,/,1,-1,-4,1,4,-2
CCCc1cc(=O)[nH]c(SCC(=O)Nc2ccc(C(=O)Nc3ccccc3OC)cc2)n1,9,-1,-13,0,-4,-3,-3,/
Cc1cc2[nH]c3ccccc3c2cn1,8,0,4,8,-1,-16,-11,-5
CC(C)NC(=O)N1[C@@H](C#N)[C@@H](c2ccc(-c3ccc(F)cc3)cc2)[C@@H]1CO,7,-5,-29,/,2,-1,5,-7
CCCC(=O)N1CCc2cc(OC)c(OC)cc2C1COc1ccccc1OC (configuration not stated),12,-1,/,0,/,-37,1,9
N=c1c2c(ncn1CCCO)Oc1c(ccc3ccccc13)C2c1ccccc1 (configuration not stated),9,/,/,/,4,12,14,10
Cc1nn(C)c(C(=O)Nc2cccc(Nc3ccccc3)c2)c1[N+](=O)[O-],28,6,/,1,6,/,-1,/
C[C@H]1CN([C@@H](C)CO)C(=O)c2cc(/C=C/c3ccccc3)cnc2O[C@H]1CN(C)S(=O)(=O)c1ccc(F)cc1,33,4,-3,-10[16.7 µM],-3,5,8,0
CO[C@H]1CN(C)C(=O)c2ccc(NS(C)(=O)=O)cc2OC[C@H](C)N(Cc2nccs2)C[C@@H]1C,5,-3,6,/,-1,0,0,6
O=S(=O)(Nc1ncccn1)c1ccc(NC(=S)NCc2cccnc2)cc1,-4,/,-4,-7,2,0,-6,10
CC(OC(=O)c1nn(C(C)C)c(=O)c2ccccc12)C(=O)Nc1ncc(Cl)cc1Cl (configuration not stated),47,20,4,-9,-1,6,-1,2
O=S(Cc1ccccc1)CC(O)(c1ccc(Cl)cc1)c1ccc(Cl)cc1 (configuration not stated),21,6,/,139*,/,/,/,6
CCN(CC)C(=S)SCc1csc(CC(=O)Nc2ccccc2C)n1,7,2,/,/,-1,9,15,-14
CCn1cc(-c2csc(N)n2)c(C)n1,-16,/,/,/,3,3,-15,/
NC(=O)C1(N2CCCCC2)CCN(S(=O)(=O)c2ccc(Cl)s2)CC1,-6,-1,1,-3,4,-2,-4,4
COc1cccc(NC(=O)COC(=O)c2ccc(S(=O)(=O)NCc3ccco3)cc2)c1,/,-1,-6,-15,/,/,/,-18
CN1C[C@@H]2[C@@H]3C(=O)N(Cc4ccccc4)C(=O)[C@@H]3[C@](C)(C1=O)N2C(=O)c1ccccc1,6,6,/,-1,1,-4,17,4
c1ccc2c(C3OCC4(CCCC4)CO3)cccc2c1,-60,-1,14,2,-1,-47,-19,1
